NSD2 inh – blocks human histone methyltransferase NSD2. NSD2 peptide methylation, AlphaScreen, 120 min. inhibition, % at 12.5 µM. 310,000 compounds, 0.54% hits. O96028; in the data active = inhibition above about 50%
CAL PDZ FP-1 – inhibitors of human CAL PDZ peptide binding; Q9HD26; purified CAL PDZ, TMR-peptide fluorescence polarization, 1 h; inhibition, % at 20 µM; 330,000 compounds, 0.02% hits; AID 504414;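 active = highest replicate inhibition of at least 40%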;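 note: plate controls were DMSO neutral control wells for no effect and unlabeled competitor peptide control wells for full effect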
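Material: tagged CAL PDZ domain; buffer or medium: 25 mM sodium phosphate pH 7.4, 150 mM NaCl, TCEP, IgG, Thesit; compound dosing: single point, 20 µM; schedule: 1 h incubation at room temperature before polarization reading; measured by: FP readout, S and P plane fluorescence; read-out basis: percent inhibition from loss of millipolarization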
DAGLB inh – blocks human DAGLB lipase activity | Q8NCG7 | 340,000 compounds, 0.059% hits | AID 504411 | inhibition, % at 5.17 µM | HEK293T DAGLB membrane lysate, EnzChek fluorogenic substrate; in the data active = inhibition above about 34%;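 note: 0% = enzyme with vehicle and 100% = wells lacking enzyme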
CAL PDZ FP-2 – blocks peptide binding to the human CAL PDZ domain; Q9HD26; purified CAL PDZ, TMR-peptide fluorescence polarization, 1 h; inhibition, % at 24.9 µM; 300,000 compounds, 0.92% hits; AID 602252;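 active = mean inhibition of at least 30% with at least half of replicates also reaching 30%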;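 note: 0% = DMSO neutral control and 100% = excess unlabeled competitor peptide PRC23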
C-LANA FP – inhibitors of KSHV LANA C-terminal domain DNA binding | 340,000 compounds, 0.078% hits | MBP-C-LANA/FAM-LBS DNA binding, fluorescence polarization | inhibition, % at 9 µM;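 active = highest replicate inhibition at or above 60% at 9 µM, even if other replicates fall short; inactive = all replicates below 60% inhibition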;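 note: 0% = neutral control wells and 100% = 4 µM acridine orange control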
DSG3 Ab inh – blocks pemphigus antibody binding to human desmoglein-3 | DSG3-coupled beads, scFv-anti-DSG3-GFP binding, flow cytometry; stronger effect = lower value | P32926 | 310,000 compounds, 0.48% hits | binding (percent of control), % at 10 µM;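 active = binding more than 3 SD below its plate's average and above zero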; note: some compounds called inactive have numbers as strong as hits
Target sequence (P32926 whole entry, looked up): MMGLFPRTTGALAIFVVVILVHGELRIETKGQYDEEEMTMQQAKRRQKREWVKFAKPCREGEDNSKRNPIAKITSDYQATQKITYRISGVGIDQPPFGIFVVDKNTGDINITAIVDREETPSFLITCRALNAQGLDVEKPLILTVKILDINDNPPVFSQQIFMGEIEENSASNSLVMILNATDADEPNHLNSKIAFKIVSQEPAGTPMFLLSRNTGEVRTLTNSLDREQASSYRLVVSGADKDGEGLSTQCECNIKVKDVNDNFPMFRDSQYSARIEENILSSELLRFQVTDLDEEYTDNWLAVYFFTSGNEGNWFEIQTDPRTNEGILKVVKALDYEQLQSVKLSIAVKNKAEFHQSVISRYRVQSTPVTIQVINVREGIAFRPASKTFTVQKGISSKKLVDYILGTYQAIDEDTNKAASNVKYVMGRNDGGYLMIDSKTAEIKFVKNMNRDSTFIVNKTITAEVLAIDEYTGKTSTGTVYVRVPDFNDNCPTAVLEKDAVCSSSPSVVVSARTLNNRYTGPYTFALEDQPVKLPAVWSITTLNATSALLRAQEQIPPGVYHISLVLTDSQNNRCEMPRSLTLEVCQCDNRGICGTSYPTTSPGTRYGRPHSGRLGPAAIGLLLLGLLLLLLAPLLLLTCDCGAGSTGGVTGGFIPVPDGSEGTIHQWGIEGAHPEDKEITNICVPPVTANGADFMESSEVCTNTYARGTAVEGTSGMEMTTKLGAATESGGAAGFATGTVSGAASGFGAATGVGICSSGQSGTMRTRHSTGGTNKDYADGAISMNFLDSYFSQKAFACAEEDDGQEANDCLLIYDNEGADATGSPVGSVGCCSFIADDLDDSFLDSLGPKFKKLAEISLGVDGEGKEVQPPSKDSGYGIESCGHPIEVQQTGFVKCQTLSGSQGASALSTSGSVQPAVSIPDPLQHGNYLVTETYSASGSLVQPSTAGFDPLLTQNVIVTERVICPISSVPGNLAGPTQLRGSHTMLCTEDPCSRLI
Keap1-Nrf2 PPI – inhibitors of human Keap1-Nrf2 protein-protein interaction; Q14145; Keap1 Kelch-Nrf2 peptide fluorescence polarization, 1536-well; inhibition, % at 9.4 µM; 340,000 compounds, 0.15% hits; AID 504523; in the data active = inhibition above about 12%;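 note: human Keap1 Kelch domain with fluorescein labeled Nrf2 9mer peptide probe; 0% = neutral control wells and 100% = peptide positive control; higher means more block of Keap1 binding to Nrf2 peptide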
Arr AP2 block – blocks beta-arrestin peptide binding to AP2 adaptin | 340,000 compounds, 0.31% hits | inhibition, % at 10 µM | AID 504490 | FITC-arrestin peptide / GST-AP2 beads, flow cytometry; AP2 beta2 appendage carries R879A mutation;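 active = inhibition above a set limit, near 3 SD of compounds lacking own fluorescence, cut at about 54% in these data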;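 note: plate controls were DMSO wells for no effect and 5 µM unlabelled arrestin peptide for full effect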
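System: GST-tagged AP2 beta2-adaptin appendage (R879A) on 4 µm glutathione beads / Reagent: FITC-arrestin peptide, 50 nM / Detection: HyperCyt-sampled flow cytometry, FL1 channel, ex 488/em 535 nm / Timing: 12 min plus 1 h, RT / Buffer or medium: PBS plus Tween 20 (0.05%) and BSA (0.1%)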
V-ATPase pHluor – yeast V-ATPase proton transport regulation by pHLuorin; S. cerevisiae, pHLuorin cytosolic pH fluorescence; response, % at 10 µM; 350,000 compounds, 0.37% hits; AID 504577; in the data active = response mostly above about 7.3%, no sharp cut-off; inactive = mostly below about 5.4%; note: actives read high; inactives centre near 0; some compounds called inactive have numbers as strong as hits; reference of the scale not given here
RTF Ca sens inh – cardiac RTF calcium desensitization; P19429+P45379; inhibition, % at 7.15 µM; 340,000 compounds, 0.12% hits; AID 493244; IANBD-labeled cardiac RTF, Ca2+ fluorescence;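 active = inhibition above the mean inhibition of all tested compounds plus 3 SD, cut at about 17% in these data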;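 note: assay run at fixed EC70 calcium of 1.6 mM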
Numbers without * were called inactive; . = no result given. A portion of the library; rates above refer to the full screens.

SMILES	NSD2 inh	CAL PDZ FP-1	DAGLB inh	CAL PDZ FP-2	C-LANA FP	DSG3 Ab inh	Keap1-Nrf2 PPI	Arr AP2 block	V-ATPase pHluor	RTF Ca sens inh
NC1=NC[C@H](Cc2ccccc2)N1CCc1cccc(F)c1	.	-0.8	1	-2	-1.7	101	-1	.	-1	0
COC(=O)C1CSC(C(=O)OC)N1C(=O)Nc1ccc(Cl)cc1 (configuration not stated)	-2	-0.4	-2	-2	-0.1	105	0	33	4	-2
CCN=c1scc(C)n1/N=C/c1ccc(O)c(O)c1O	.	1.8	7	2	1.0	91	-7	19	1	-1
CCOC(=O)C1=C2SCCN2C(=O)C(C#N)C1(C)C (configuration not stated)	1	-1.7	0	12	0.9	104	-4	-3	-3	-4
O=c1c(NCCc2ccccc2)c(-c2ccccc2)c1=O	-2	-1.8	-3	-2	-0.5	101	-5	-11	0	-3
CC(C)(C)n1nc(C2CC2)cc1NC(=O)Nc1ccc(Cl)cc1	-3	-1.3	-4	-5	3.0	112	-1	-2	1	0
O=C(NCc1ccccc1Cl)c1ccncc1	-1	0.1	-2	-4	1.5	99	5	-5	6	1
Nc1ccc(S(=O)(=O)c2ccccc2)nc1	-3	0.3	-2	0	0.2	93	4	-17	-1	3
CCCCOc1ccc(C(NC(=O)OCC)NC(=O)OCC)cc1	-3	0.0	-2	0	3.0	102	-8	1	0	-1
COc1cccc(C(=O)Nc2cc(Cl)c(O)c(Cl)c2)c1	-1	0.7	-2	6	-1.5	99	4	14	-2	-7
CCCCOc1ccccc1-c1ccccc1CN1[C@@H](C(C)C)COCCS1(=O)=O	.	-0.6	-14	0	0.4	108	2	1	1	-6
O=C(O)C[C@@H](O)C(=O)O	.	-0.7	-2	-1	-0.2	113	-1	5	7	-3
CCc1ccc2nc(NC(=O)c3cc(C)on3)sc2c1	0	-2.1	-11	-1	0.7	.	-5	-6	-1	3
CC(C)(C)c1cc(CNC2CS(=O)(=O)C[C@@H]2O)cc(C(C)(C)C)c1O (some centres not stated)	6	-2.0	1	-2	0.3	97	-4	17	-3	1
CN(C)c1ccc(/C=C/C#N)cc1	2	-3.3	5	.	-0.8	109	-6	-4	0	-11
COc1ccccc1OCCCC(=O)Nc1nccs1	-3	-0.7	2	1	-0.7	96	-2	-1	3	4
COc1ccccc1CN1CC(C(=O)NCc2cnn(C)c2)CCC1=O (configuration not stated)	-2	-0.7	2	-2	-0.1	98	0	20	0	-2
CCn1cc(C(=O)NCCCOC(C)C)c(=O)c2cc(S(=O)(=O)N3CCOCC3)ccc21	-2	0.9	0	-2	-3.0	.	-1	-5	2	0
Fc1cccc2sc(Nc3nc4cc5c(cc4s3)OCCO5)nc12	0	0.0	-4	-5	1.2	102	-4	-7	-3	-4
CSc1ccc(/C=N/N2CCN(C)CC2)cc1	2	-0.4	0	-2	0.5	98	-1	-8	0	-3
COc1ccc(OC)c(C2c3[nH]c4ccccc4c3C[C@H]3C(=O)N(C4CC4)CC(=O)N23)c1 (some centres not stated)	1	-0.6	2	13	-1.4	112	-2	0	3	1
CC(=O)c1cc2c(=O)c3ccccc3oc2nc1C	7	-1.0	1	-2	0.9	106	2	4	2	-4
Cc1ccccc1Cn1c(CN2CCN(C(=O)c3ccco3)CC2)nc2c1c(=O)n(C)c(=O)n2C	.	-1.2	-1	-2	3.4	90	-5	10	2	-6
COc1cccc(-c2csc(N3CCN(C(=O)Nc4ccccc4Cl)CC3)n2)c1	-4	0.0	-1	-6	-1.3	88	2	14	0	-2
COC(=O)C1=C(N)Oc2cc(C)[nH]c(=O)c2C1c1ccncc1 (configuration not stated)	0	-1.8	-1	-1	0.8	.	-2	7	0	-12
SMILES	NSD2 inh	CAL PDZ FP-1	DAGLB inh	CAL PDZ FP-2	C-LANA FP	DSG3 Ab inh	Keap1-Nrf2 PPI	Arr AP2 block	V-ATPase pHluor	RTF Ca sens inh
COc1cc2c(cc1OC)CN(CCC(C)c1ccc(Cl)cc1)CC2 (configuration not stated)	6	-2.2	-5	-1	0.0	99	-7	12	13*	-6
Cc1cc([N+](=O)[O-])nn1CCCC(=O)Nc1cc(Oc2ccc(F)cc2)cc([N+](=O)[O-])c1	-1	-0.5	-2	-3	-0.7	92	-5	28	-5	2
CCC[C@@H](CN1CCC[C@H]1CN1C(N)=NC[C@@H]1Cc1ccccc1)N1C[C@@H]([C@H](C)CC)N(CCCC2CCCC2)C1=N	.	-3.4	8	-9	-4.9	136	-2	-1	0	-8
CCN(CC)CCOc1cc2c(nn1)Oc1ccccc1N2C	48	-0.9	0	15	-2.6	105	-1	-1	-1	2
COc1ccc(C(=O)Nc2nnc(-c3ccco3)s2)cc1	0	-1.4	5	-2	-1.8	99	7	-18	2	-2
COc1ccc(C(CNC(=O)c2cccc(S(=O)(=O)N(C)c3ccccc3)c2)N2CCCC2)cc1 (configuration not stated)	1	-2.2	1	-5	4.9	265	-29	-19	-3	-3
COc1ccc(OC)c(S(=O)(=O)Nc2cc3c4c(c2)CCN4C(=O)CC3)c1	-2	-1.1	-2	-2	-0.2	98	-2	1	-2	-6
CCS(=O)(=O)c1ccc2oc(SCC(=O)NCCc3ccccc3)nc2c1	-2	-1.5	0	0	-1.5	97	-2	-19	-2	-5
O=C(NCC1OCCCN1S(=O)(=O)c1cc(F)ccc1F)C(=O)NC1CCCC1 (configuration not stated)	32	-0.6	1	.	1.6	102	3	23	-2	-1
Cc1ccc(NC(=S)NCC2CCCO2)c(OC(F)F)c1 (configuration not stated)	35	0.2	1	-6	-0.3	96	2	.	1	-25
CCN(C(=O)COC(=O)c1c(C)nn(-c2ccccc2)c1C)C1CCS(=O)(=O)C1 (configuration not stated)	1	-1.4	0	-2	0.9	105	2	6	-2	-10
O=C(COc1cccnc1[N+](=O)[O-])Nc1cccc(S(=O)(=O)N2CCCCC2)c1	-1	-0.5	1	0	1.7	111	-8	-7	0	-3
Cc1[nH]c2ccccc2c1CCC(N)=O	2	.	-2	-1	1.9	100	-2	7	-1	-1
Cc1ccc(CNC(=O)COC(=O)C2CC2)cc1	10	0.3	-7	1	1.3	.	-2	16	3	-1
CN(CCC#N)C(=O)COC(=O)c1ccc(Cl)c(S(=O)(=O)N(C)c2ccccc2)c1	-1	-0.5	1	.	1.6	103	2	-10	-1	2
O=C(CN1C(=O)C2CC=CCC2C1=O)Nc1nnc(SCc2ccc(F)cc2)s1 (configuration not stated)	1	-1.6	6	-1	-2.5	115	-6	8	-2	3
COc1ccc(C(=O)c2ccc(OC)c(OC)c2)cc1	6	-2.0	2	0	-2.1	126	-2	1	3	-3
CNS(=O)(=O)c1cc(NC(C)=O)c(C)cc1C	-2	-1.0	-1	1	-1.4	98	-1	8	1	-2
O=[N+]([O-])c1cc([N+](=O)[O-])c2cc(-c3cccnc3)[nH]c2c1	-1	0.2	2	-2	0.1	105	1	-16	-8	0
COc1ccc(CN(C)CC(=O)c2c(N)n(Cc3ccccc3)c(=O)n(C)c2=O)c(OC)c1	.	-2.6	2	-1	-1.1	113	-4	-14	-6	0
CCOc1ccc(N2C(=O)CC(Cc3cc(C)cc(C)c3)C2=O)cc1 (configuration not stated)	-3	0.2	-10	0	1.3	92	4	4	2	0
CCCN(CC(=O)Nc1ccccc1C)C(=O)CCl	.	-0.6	2	1	-0.3	.	2	-24	-2	-5
CCOc1ccc(/C=N/Nc2cc(N3CCOCC3)ncn2)c(O)c1	2	.	7	.	.	109	.	.	1	.
Cn1c(=O)c2c(nc(Oc3ccc(-c4ccccc4)cc3)n2C)n(C)c1=O	-1	-3.2	1	-3	-0.4	120	2	4	0	-1
Cc1cccc(NC(=O)NNC(=O)c2cc(-c3ccccc3Cl)nc3ccccc23)c1	-1	-2.2	-2	.	1.0	96	4	24	5	-1
SMILES	NSD2 inh	CAL PDZ FP-1	DAGLB inh	CAL PDZ FP-2	C-LANA FP	DSG3 Ab inh	Keap1-Nrf2 PPI	Arr AP2 block	V-ATPase pHluor	RTF Ca sens inh
CC(C)=C1C2CCC1C1C(=O)N(c3ccc(C)c(C)c3)C(=O)C21 (configuration not stated)	0	-2.7	-1	-1	-0.5	103	-1	9	-3	5
CCOc1ccc(N(CC(=O)NC2CCCCC2)C(=O)CNC(=O)c2cccs2)cc1	3	-0.5	-6	.	-1.1	.	-4	22	-1	4
Cc1ccc(CN(C(=O)c2ccc([N+](=O)[O-])cc2)C2CCS(=O)(=O)C2)o1 (configuration not stated)	4	-2.0	-2	-4	-1.1	.	2	-2	0	-7
Cc1cc2c(cc1S(=O)(=O)N1CCN(c3ccccc3)CC1)OCC(=O)N2	.	0.3	-2	.	0.1	88	3	21	-4	-1
COc1ccc(N=C2S/C(=C\c3ccc(C)s3)C(=O)N2CC(C)C)cc1	9	-0.5	2	2	-0.8	98	0	26	4	-16
O=C(NCc1ccco1)C(c1cccnc1)N(C(=O)Cn1nnc2ccccc21)c1ccc(F)cc1 (configuration not stated)	0	-0.6	2	2	-1.3	110	-6	-10	3	-5
Cc1ccc(-c2cnc(SCC(=O)N3CCCc4ccccc43)n2C)cc1	32	-1.2	-7	-5	0.7	100	-4	29	2	9
CCC(=O)Nc1ccc(-c2nnc(SCc3ccc(C(=O)Nc4nccs4)cc3)n2CC)cc1	0	-0.6	-1	3	-0.1	102	2	-2	4	-4
Nc1cc(N2CCCCCC2)c2nonc2c1[N+](=O)[O-]	0	-0.2	3	-2	3.1	93	-8	-8	4	-13
Cc1cc(N2C(=O)C(O)=C(C(=O)c3ccc(C)o3)C2c2ccc(OCc3ccccc3)cc2)no1 (configuration not stated)	-4	-4.2	17	-5	-0.6	103	0	27	-1	3
Cc1c(=O)n(OCc2ccccc2)c2ccccc2[n+]1[O-]	0	-1.3	1	.	-0.6	98	5	7	1	4
Cn1ncc(Cl)c1C(=O)Nc1ccc(CN2CCCCC2)cc1	0	-1.3	0	0	-1.8	.	-1	-6	0	5
COc1ccc(/C=N/NC(=O)C(C)n2cnc3ccccc3c2=O)cc1OC (configuration not stated)	-4	-1.4	1	-9	-2.8	96	1	-14	8	-6

High-throughput results deposited in PubChem BioAssay by several laboratories.
